Screens from PubChem.
AMA1 RON2 block: qHTS for Inhibitors of AMA1-RON; Towards Development of Antimalarial Drug Lead: Primary Screen; 360,000 tested, 0.2% active; Potency, µM (doses to about 58.2 µM), inactives show at the top dose activity change, negative = inhibition, hits mostly inhibitors; AlphaScreen AMA1-biotinylated RON2 peptide binding; AID 720542, 2013;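 note: potency is the fitted concentration of half-maximal effect; 0% = vehicle wells and -100% = peptide control; nearly all actives have a fitted effect of over 45% in size; some results filed as inactive show a strong effect at the top dose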
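AMA1 (3D7) with his tag at 25 nM final met compounds first, then biotinylated RON2 peptide at 25 nM; detection used donor plus acceptor beads, 10 µg/mL apiece, read by AlphaScreen after 30 min at room temperature.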
Giardia FBPA inh: qHTS Assay for Inhibitors of Fructose-1,6-bisphosphate Aldolase from Giardia Lamblia; AID 2451, 2010; Potency, µM (highest dose often 59.6 µM), for inactives: at the top dose activity, negative = inhibition, actives largely listed as inhibitors; 290,000 tested, 0.71% active; purified Giardia FBPA; note: potency is the fitted concentration of half-maximal effect; nearly all actives have a fitted effect of over 55% in size
Target sequence (A8B2U2 whole entry, looked up): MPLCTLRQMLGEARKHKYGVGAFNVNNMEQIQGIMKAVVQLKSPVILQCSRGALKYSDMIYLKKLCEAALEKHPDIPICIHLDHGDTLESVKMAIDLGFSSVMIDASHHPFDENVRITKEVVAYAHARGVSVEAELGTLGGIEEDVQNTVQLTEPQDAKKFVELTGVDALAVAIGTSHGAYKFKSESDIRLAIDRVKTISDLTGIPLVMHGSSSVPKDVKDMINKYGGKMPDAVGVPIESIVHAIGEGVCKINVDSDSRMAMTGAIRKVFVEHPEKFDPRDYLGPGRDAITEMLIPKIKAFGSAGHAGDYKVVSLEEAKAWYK
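40 nM FBPA preincubated 10 min at RT with compound (up to 57.5 uM final), then substrate plus GAPDH/TPI/NAD/arsenate coupling and diaphorase/resazurin added. Fluorescence read after 20 min at RT, 525/598 nm.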
HCMV antiviral: qHTS Assay for inhibitors of the human cytomegalovirus (HCMV); HFF cells, HCMV-luciferase reporter, 72 h; stronger effect = lower value; activity change, negative = inhibition, % at 57.5 µM; 410,000 tested, 4.5% active; in the data active = activity change below about -60%; inconclusive = no clear call, values can overlap the other calls; inactive = above about -39%
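HFF cells seeded 16 h at 37C, treated with compounds, infected with luciferase-reporter HCMV at MOI 1 PFU/cell; luciferase read at 72 h post infection, normalized to buffer-only and Salinomycin controls.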
AmpC inh detg: qHTS Inhibitors of AmpC Beta-Lactamase (assay with detergent) | P00811 | AmpC hydrolysis of nitrocefin, absorbance 480 nm, 0.01% Triton | Potency, µM (highest dose often 114 µM), inactives show at the highest dose activity change, negative = inhibition, usual class: inhibitors | 370,000 tested, 0.041% active | AID 485294, 2010;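 note: potency is the fitted concentration of half-maximal effect; 0% = no-compound wells and -100% = no-enzyme wells; nearly all actives have a fitted effect of over 25% in size; some results filed as inactive show a strong effect at the top dose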
Target sequence (P00811 whole entry, looked up): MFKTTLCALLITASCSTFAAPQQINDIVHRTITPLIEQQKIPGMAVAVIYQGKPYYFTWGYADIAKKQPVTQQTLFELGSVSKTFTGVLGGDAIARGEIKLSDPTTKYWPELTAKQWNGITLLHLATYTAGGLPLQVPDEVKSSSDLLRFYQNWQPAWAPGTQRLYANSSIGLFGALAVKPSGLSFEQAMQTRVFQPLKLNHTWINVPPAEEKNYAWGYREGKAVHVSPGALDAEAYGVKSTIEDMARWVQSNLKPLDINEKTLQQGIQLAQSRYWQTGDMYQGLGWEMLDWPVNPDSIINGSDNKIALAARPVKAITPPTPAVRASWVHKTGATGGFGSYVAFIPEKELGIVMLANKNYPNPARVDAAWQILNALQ
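AmpC (5.3 nM in the dispensed reagent) in 20 mM phosphate pH 7.0 with 0.01% (detergent screen) or 0.0001% Triton X-100 was preincubated with compounds for 15 min at room temperature. Nitrocefin was then added from an 800 uM solution, and hydrolysis was followed at 480 nm.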
HCV inh: qHTS Assay for Inhibitors of Hepatitis C Virus (HCV) | Potency, µM (highest dose often 41.8 µM), for inactives: at the top dose activity change, negative = inhibition, most hits filed as inhibitors | Huh7.5.1 HCVcc-Cre infection, luciferase reporter, 44 h | 340,000 tested, 3.4% active; note: potency is the fitted concentration of half-maximal effect
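Infectious HCVcc-Cre (~0.5 moi) was added to cells just after compound, with cells seeded 4 h earlier at 1,000 per well. Luciferase activity after 44 h culture reported infection; substrate was incubated 15 min at room temperature before reading.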
Sm TGR inh: qHTS Assay for the Inhibitors of Schistosoma Mansoni Peroxiredoxins; Schistosoma mansoni thioredoxin glutathione reductase (TGR), Q962Y6; purified TGR, DTNB reduction, TNB absorbance 405 nm; Potency, µM (doses to about 114 µM), for the others: at the top dose activity change, negative = inhibition, most hits filed as inhibitors; 360,000 tested, 3% active; AID 485364, 2010; note: potency is the fitted concentration of half-maximal effect; nearly all actives have a fitted effect of over 60% in size
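TGR 20 nM + NADPH 100 uM (dispensed conc.), cpd preinc 15 min RT; start with NADPH (500 uM addition) then DTNB (15 mM addition). Kinetic TNB absorbance, 405 nm filter. Four-parameter Hill fit across titration.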
* marks the source's active call; other numbers are inactive results; ? = inconclusive; · = not tested or not shown; & = joins results of further samples; [ ] = dose if it differs, or a comment. Unless noted, calls come from the whole dose curve; as a rule, active = well fitted curve in the direction sought with a large enough effect; inconclusive = small, poorly fitted or top-dose-only effect, or another doubt; inactive = no such curve, though single readings can be large; an effect the other way counts as inactive or inconclusive. Unless noted, % is set by controls: 0 for no effect and ±100 for the full control effect. Hits appear at their usual frequency; about 9.3% have a hit in one of these screens.

SMILES	AMA1 RON2 block	Giardia FBPA inh	HCMV antiviral	AmpC inh detg	HCV inh	Sm TGR inh
COc1ccc2cc(C3(C)NC(=O)N(CC(=O)NCCC4=CCCCC4)C3=O)ccc2c1 (stereo unspecified)	-13%	-8%	20	1%	-21%	-8%
O=C1C2C3C=CC(C3)C2C(=O)N1c1cccc(-c2nc3ccccc3o2)c1 (stereo unspecified)	13%	5%	40	?	5%	16%
C=CCOc1nc(N(C)C)nc(N(C)C)n1	-8%	-1%	-37	-10%	2%	-1%
COC(=O)[C@@H]1C[C@@H]2CC[C@@H](O)C[C@@H]2N1Cc1ccc(N2CCN(C)CC2)cc1	-1%	-5%&0%	4	-7%	-22%	-30%
CC1(C)CC(=O)C=C(NCc2ccco2)C1	9%	-1%	-29	-1%	7%	47%
CCO[C@@H]1OC(C(=O)N2CCN(Cc3ccccc3)CC2)=C[C@H](C)[C@H]1CCCO	-1%	1%	-6	-8%	6%	-32%
CC(C)Cc1nnc(NC(=O)CN2C(=O)NC3(CCCCC3)C2=O)s1	-14%	·	-1	-13%	7%	-9%
CC(C)CC(NC(=O)C(NC(=O)C1OC2OC(C)(C)OC2C2OC(C)(C)OC12)C(C)C)C(=O)O (stereo unspecified)	13%	4%	-22	5%	29%	-3%
COc1ccc(S(=O)(=O)N2CCC(O)(c3cccnc3)CC2)cc1OC	35%[activator]	3%	7	-15%	15%	-4%
Brc1cccc(-c2nc3cccnc3nc2-c2cccc(Br)c2)c1	-1%	-8%	12	?	13%	10%
Cc1ccc(C)c(NC(=O)c2cc(-c3cc(C)ccc3O)n[nH]2)c1	68%[activator]	4%	28	-8%	2%	-12%
CC(=O)C[C@H]1c2cc(C(F)(F)F)ccc2S(=O)(=O)N1c1ccccc1	2%	·	18	·	13%	·
CCOc1ccccc1NC(=O)Cn1c(=O)n(-c2cccc(C)c2)c(=O)c2c1c1cc(OC)ccc1n2C	·	·	19	4%	·	-4%
CNc1ccc(NC(C)=O)cc1[N+](=O)[O-]	-1%	-2%	22	-9%	-8%	4%
Cc1cccc(N2CCN(C(=O)C3CCCN(S(=O)(=O)c4cccc5nsnc45)C3)CC2)c1C (stereo unspecified)	·	·	13	-5%	·	0%
NNC(=O)c1n[nH]c(=O)c2ccccc12	59%[activator]	1%	-28	9%	10%	7%
CCc1c(C)c(C#N)c2nc3ccccc3n2c1-n1nc(C)cc1C	19%	0%	11	?	5%	1%
COC(=O)N/N=C\c1c(C)[nH]n(-c2ccccc2)c1=O	90%[activator]	?	-18	4%	2%	-3%
O=C(Nc1ccc([N+](=O)[O-])cc1)C1CC1(c1ccccc1)c1ccccc1 (stereo unspecified)	2%	-7%	35	-1%	?	-3%
O=C(COc1ccccc1C(=O)O)NC1CCCc2ccccc21 (stereo unspecified)	-2%	-1%	-35	-2%	6%	8%
O=C(Nc1ccc2ccccc2c1)C(c1ccccc1)C1CCCC1 (stereo unspecified)	-3%	0%	?	10%	?	-3%
COc1ccccc1C(=O)NCC(=O)OCC(=O)c1cccc2ccccc12	1%	·	-11	?	9%	0%
N/C(=N\OC(=O)c1ccc2ccccc2c1)c1ccncc1	3%	-5%	33	2%	?	0%
O=C(COC(=O)c1ccc([N+](=O)[O-])s1)Nc1ncc(C(F)(F)F)cc1Cl	11%	-23%	18	-12%	-7%	-29%
O=C(O)CCSc1nnc(COc2cccc3ccccc23)n1-c1cccc(Cl)c1	1%	4%	-99*	-9%	10%	1%

Next section
SMILES	AMA1 RON2 block	Giardia FBPA inh	HCMV antiviral	AmpC inh detg	HCV inh	Sm TGR inh
CCOc1ccc(/C=C/c2nc(C#N)c(NCCCN(C)C)o2)cc1	11%	-4%	?	4%&22%	-26%	-5%
CCOC(=O)c1c(C)oc2nc(C)nc(NCC3CCN(Cc4cccc(Cl)c4)CC3)c12	·	·	4	-2%	·	0%
Cc1cccnc1NC(=S)Nc1ccc(Cl)c(Cl)c1	69%[activator]	-13%	-11	2%	?	-2%[57.1 µM]
CCC(C)NC(=O)c1ccc(C(=O)c2ccccc2)cc1 (stereo unspecified)	6%	4%	-22	?	6%	-5%
CCc1ccc(S(=O)(=O)N2CCN(c3ccc(Cl)c(Cl)c3)CC2)cc1	·	·	-14	-7%	·	-3%
O=c1cc(-c2ccc(O)cc2)oc2ccccc12	5%	3%	-1	?	?	5%
Cc1cc(/C=C2\SC(=S)NC2=O)c(C)n1-c1ccccc1	-24%	4%	-1	8%	2%	-26%
CCCCn1c(N)c(N(CCOC)C(=O)CN2CC=C(c3ccccc3)CC2)c(=O)[nH]c1=O	-1%	-2%	17	-2%	20%	0%
CCCCCn1c(=O)[nH]c2cc(C(=O)Nc3ccc(F)cc3)ccc2c1=O	·	·	4	5%	·	16%
O=C(O)c1ccc(/C=N/N2CCN(Cc3cccc4ccccc34)CC2)cc1	-14%	15%	-16	7%	?	-17%
COc1cc(S(=O)(=O)N2CCOCC2)ccc1NC(=O)COC(=O)C12CC3CC(CC(C3)C1)C2	12%	33%	33	5%	12%&15%	21%
CCOCCn1ccc2c(OCC(=O)Nc3cc(C)cc(C)c3)cccc2c1=O	·	·	8	1%	·	3%
O=C(NCCc1ccccc1)C1CCN(S(=O)(=O)c2cccc3nsnc23)CC1	32%[activator]	1%	-12	-1%	-5%	-1%
COc1ccc(OC)c(CCNC(=O)C2CCN(c3ncnc4c3nc3n4CCCCC3)CC2)c1	0%	·	13&-6	6%&-3%	-13%	-4%&-7%
CCOC(=O)CNC(=O)CSc1nnc(NC(=O)c2ccc(S(=O)(=O)N3CCOCC3)cc2)s1	4%	·	-5	3%	·	0%
COc1ccccc1C(=O)NCCC(=O)NCC(c1ccc(F)cc1)N1CCOCC1 (stereo unspecified)	66%[activator]	·	3	-18%	-12%	-9%
CCn1c(=O)n(CC)c2cc(NC(=O)c3ccccc3Cl)ccc21	-7%	-6%	-17	0%	?	2%
Cc1ccc(C(C)NC(=O)c2ccncc2)c(C)c1 (stereo unspecified)	3%	5%	-11	-1%	-16%	-15%
O=C(COC(=O)CCc1ccccc1)Nc1cc(S(=O)(=O)N2CCOCC2)ccc1N1CCCC1	3%	0%	39	1%	-11%	-3%
Cc1cccc(Cn2c(COc3ccccc3)nc3ccccc32)c1	·	·	13	1%	·	-2%
Cc1ccc2[nH]c(C(=O)N3CCCC(Nc4ccc(F)cc4)C3)cc2c1 (stereo unspecified)	?	-3%	-19	-2%	12%	?
CCc1ccc(/C=N/NC(=O)c2c[nH]c3ccccc23)s1	-1%	-2%	12	-1%	?	0%
COc1ccc(-c2nc(CN3CCN(C(=O)c4ccco4)CC3)c(C)o2)c(F)c1	6%	-3%	-15	-11%	-22%	50µM*
O=C(O)c1ccc(-c2ncc[nH]2)cc1	12%	-16%	2	?	-19%	-1%
CCCCNc1c2c(nc3c(-c4ccccc4)c(C)nn13)CCC2	-6%	-2%	-2	-1%	-20%	0%

Next section
SMILES	AMA1 RON2 block	Giardia FBPA inh	HCMV antiviral	AmpC inh detg	HCV inh	Sm TGR inh
CC(C)Cc1nnc(NC(=O)Cc2ccc([N+](=O)[O-])cc2)s1	-18%	7%	7	-9%	20%	0%
COc1ccc(S(=O)(=O)NCCc2sc(-c3cccnc3)nc2C)cc1	·	·	-6	-10%	·	-26%
Cc1n[nH]c(C)c1S(=O)(=O)N1CCCC(C(=O)N2CCc3ccccc32)C1 (stereo unspecified)	11%	5%	50	-2%	-9%	5%
CN(CC(=O)NCC(c1ccco1)N1CCCCC1)S(=O)(=O)c1ccc(Cl)cc1 (stereo unspecified)	?	·	?	0%	-16%	?
O=S(=O)(Nn1cnnc1)c1ccccc1Cl	-7%	-2%	29	4%	9%	-2%
Cn1c(=O)c2c(nc(CN3CCc4ccccc4C3)n2Cc2ccccc2F)n(C)c1=O	-6%	?	?	1%	?	-3%
COc1ccc(C2C3=C(CC(C)(C)CC3=O)Oc3ncn(CCCn4ccnc4)c(=N)c32)cc1 (stereo unspecified)	-6%	-2%	-22	-4%	9%	3%
Cc1c(/C=N/NC(=O)c2ccc(Br)o2)cnn1C	16%	0%	8	-14%	11%	-3%
CC(C)(C)NC(=O)/C(=C/c1cccnc1)NC(=O)c1ccco1	-5%	3%	-61*	-1%	19%	-2%
